# Screening data deposited in PubChem BioAssay by several laboratories.
# iPSC survival up – enhancers of human iPSC single-cell survival. hiPSC single-cell survival, ATPlite luminescence; 100% = ROCK inhibitor wells, 0% = DMSO. 360,000 tested, 0.044% active. AID 602274. survival enhancement, % at 20 µM; in the data active = survival enhancement above about 18%;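 note: cells exposed to compounds for 16 hours before the ATP read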
# NR2E3 ag-1 – human photoreceptor-specific nuclear receptor agonism; AID 602229; CHO-S Gal4-NCOR/VP16-NR2E3 two-hybrid, luciferase; 360,000 tested, 0.35% active; inhibition of corepressor binding, % at 3.98 µM;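 active = inhibition above the mean of all tested compounds plus 3 SD, cut at about 70% in these data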;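 note: 0% = DMSO with NR2E3 transfected cells and 100% = cells lacking NR2E3 construct; higher means lower luciferase signal from less NR2E3 corepressor binding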
# Target sequence (Q9Y5X4 whole entry, looked up, the tested form may be a part): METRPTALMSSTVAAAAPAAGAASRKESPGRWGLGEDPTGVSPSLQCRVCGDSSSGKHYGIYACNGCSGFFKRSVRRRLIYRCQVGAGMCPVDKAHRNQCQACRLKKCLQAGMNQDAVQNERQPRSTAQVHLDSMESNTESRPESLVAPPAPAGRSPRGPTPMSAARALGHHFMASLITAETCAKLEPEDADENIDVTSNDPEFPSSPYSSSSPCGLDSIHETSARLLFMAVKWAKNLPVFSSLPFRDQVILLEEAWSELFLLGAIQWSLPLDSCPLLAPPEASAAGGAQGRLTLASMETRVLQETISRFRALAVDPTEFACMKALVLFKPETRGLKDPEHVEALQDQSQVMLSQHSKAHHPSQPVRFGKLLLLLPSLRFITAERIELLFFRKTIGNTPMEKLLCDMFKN
# aDG glyco up – increases alpha dystroglycan glycosylation | AID 624168 | Pro5-aDG cells, alpha-DG glycosylation AlphaScreen (IIH6); 0% Pro5, 100% B10-LARGE cell signal | 360,000 tested, 0.22% active | activation, % at 10 µM;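 active = activation of at least 8% versus controls, or a plate z-score of at least 8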;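 note: Pro5 are CHO cells carrying HIG-tagged alpha-DG that lacks glycosylation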
# MITF TRPM1 inh – reduces MITF-dependent TRPM1 promoter luciferase signal; inhibition, % at 12.5 µM; 330,000 tested, 0.83% active; SK-MEL-5 TRPM1 promoter luciferase, 24 h; AID 488899;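 active = mean inhibition across replicates of 60% or more, whatever share of single replicates reaches that level; inconclusive = some that reach 60%, reason not given; inactive = mean inhibition across replicates below 60%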; note: values of inactives mirror those of a sister screen read the other way
# HIF-2a inh – HIF-2a inhibition | 786-0 RCC cells HIF-2a reporter, luciferase luminescence, overnight | inhibition, % at 18.8 µM | 360,000 tested, 0.72% active | AID 624352;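 active = inhibition of the luminescence signal of 40% or more relative to plate controls, in a single-dose primary screen at 18.75 µM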
# PDI turbidity – inhibitors of human protein disulfide isomerase; P07237; PDI insulin aggregation turbidity, A650, 90 min; inhibition, % at 10 µM; 350,000 tested, 0.052% active; AID 588391;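 active = mean inhibition across replicates of 30% or more, whatever share of single replicates reach that level; inconclusive = mean inhibition below 30% while every single replicate reaches 30%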;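 note: absorbance from insulin aggregation driven by PDI reduction with DTT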
# Target sequence (P07237 whole entry, looked up): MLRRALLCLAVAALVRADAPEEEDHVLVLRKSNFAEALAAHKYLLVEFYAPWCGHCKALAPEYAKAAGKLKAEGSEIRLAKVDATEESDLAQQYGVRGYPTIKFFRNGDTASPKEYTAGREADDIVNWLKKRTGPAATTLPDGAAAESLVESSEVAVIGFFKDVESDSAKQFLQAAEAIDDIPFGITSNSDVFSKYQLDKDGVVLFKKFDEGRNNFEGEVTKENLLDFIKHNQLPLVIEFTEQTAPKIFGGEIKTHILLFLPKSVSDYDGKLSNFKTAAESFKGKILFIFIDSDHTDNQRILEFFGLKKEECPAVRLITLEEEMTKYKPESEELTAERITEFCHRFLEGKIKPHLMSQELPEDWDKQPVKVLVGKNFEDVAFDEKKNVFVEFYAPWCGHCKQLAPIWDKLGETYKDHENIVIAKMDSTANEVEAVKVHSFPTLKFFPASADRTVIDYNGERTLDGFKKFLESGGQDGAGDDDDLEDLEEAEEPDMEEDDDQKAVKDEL
# NR2E3 ag-2 – activates human photoreceptor nuclear receptor NR2E3; Q9Y5X4; GST-NR2E3/biotin-RetCOR TR-FRET, 1536-well; inhibition of corepressor binding, % at 4.78 µM; 320,000 tested, 0.12% active; AID 2300;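 active = percent inhibition above the cutoff of mean plus 3 SD of all tested compounds, set per screening campaign, cut at about 20% in these data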;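 note: 0% = DMSO wells and 100% = biotin wells as full block of FRET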
#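 System: GST-tagged NR2E3 plus biotinylated RetCOR corepressor; Amount: 1.35 nM GST-tagged NR2E3 final; Dosing: single nominal compound dose of 4.8 µM; Schedule: 5 h incubation at 4 °C; Technique: TR-FRET with europium anti-GST and streptavidin-D2, 340 nm excitation; Controls: biotin wells as high control, 0.6% DMSO wells as low control.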
# CaV13 ICDI inh – Disruptors of the CACNA1D IQ motif to Ca2+-dependent inactivation inhibitor domain association, primary screening, Förster resonance energy transfer in intact living … | inhibition, % at 12.3 µM | HEK cells, CFP/YFP FRET ICDI-IQ, plate reader, 10 min; percent FRET-ratio fall versus neutral wells | 340,000 tested, 0.098% active | AID 743397;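 active = mean replicate inhibition of at least 30% and at least 1% of replicates passing that level; inconclusive = only one of the two criteria is met; inactive = neither criterion is met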;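 note: 0% = median of the neutral control wells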
# Exocytosis inh – blocks lytic granule exocytosis; TALL-104 LAMP-1 surface exposure, flow cytometry; cells stimulated with thapsigargin and PMA; inhibition, % at 10 µM; 360,000 tested, 0.66% active; AID 651702;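 active = inhibition above about 55%, limit read from the data; inconclusive = no clear call, values can overlap the other calls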
# Peg3 promoter – Peg3 promoter activity inhibition; 360,000 tested, 1.7% active; HeLa PEG-Prom luciferase reporter, luminescence, overnight; inhibition, % at 20 µM;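 active = inhibition of at least 50% at 20 µM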
# Vif inh – blocks HIV Vif function; 340,000 tested, 0.35% active; inhibition, % at 7.49 µM; HEK293T cells, Vif self-association by quenched fluorescence, imaging, 24 h; in the data active = inhibition above about 50%, passing the limit was not always enough; inconclusive = no clear call, values can overlap the other calls; inactive = below about 31%; note: some results filed as inactive read as strong as hits
# Active calls of the source: *; u = inconclusive; x = not tested or not shown. Only part of the results is shown; count on the stated rates, not on these rows.
SMILES,iPSC survival up,NR2E3 ag-1,aDG glyco up,MITF TRPM1 inh,HIF-2a inh,PDI turbidity,NR2E3 ag-2,CaV13 ICDI inh,Exocytosis inh,Peg3 promoter,Vif inh
CC/C=C/CC(=O)N[C@@H](c1ccccc1)[C@@H](O)C(=O)O[C@H]1C[C@@]2(O)[C@@H](OC(=O)c3ccccc3)C3[C@](C)(C(=O)[C@H](OC(C)=O)C(=C1C)C2(C)C)[C@@H](O)C[C@H]1OC[C@@]31OC(C)=O (stereo not given in full),-0.5,-23.1,-0.2,x,-35.9,x,2.4,x,-1.5,0.6,u
COc1ccc(CC[n+]2cc(/N=C(\C)[O-])on2)cc1OC,3.3,11.9,0.1,3.2,17.7,6.7,-0.8,-9.1,-4.2,3.9,2.8
CC1CCC(N(C)C2CCN(C)CC2)CC1 (stereo not given),0.0,-12.2,-0.1,-14.1,16.4,-1.2,1.8,-20.6,18.3,1.0,-1.7
O=C(CNS(=O)(=O)c1cccs1)N1CCC2(CC1)OCCO2,-2.7,-33.6,-0.1,-23.2,-55.1,-5.2,-0.6,-0.4,-2.8,-44.7,5.6
COCCNC(=O)N1[C@H]2CC[C@@H]1C(C(=O)OC)=C(c1cccc(C#N)c1)C2,-0.8,-18.4,0.9,-1.6,17.7,3.9,-1.0,-5.9,-5.9,16.1,12.1
Cc1cc(C)cc(N2C(=O)NC(=O)/C(=C\c3cc(C)n(C)c3C)C2=O)c1,-1.9,0.2,0.1,-9.6,11.0,5.7,1.4,-53.3,-3.3,-5.6,-0.9
COc1ccc([C@@H](O)[C@@H](N)c2ccccc2)cc1,0.8,-6.9,0.0,x,1.8,18.6,1.6,-13.2,-5.2,-2.0,2.0
CC1=C2[C@@H]3OC(=O)[C@H](C)C3CC[C@@]2(C)C=CC1=O (stereo not given in full),0.1,-8.3,-0.1,-8.4,4.9,-5.9,0.2,-18.3,-1.6,-6.3,1.4
Cc1ccc(-n2c(-c3cccs3)nc3ccccc3c2=O)cc1,-0.9,22.9,0.1,-3.9,15.9,-11.1,-0.9,x,-1.6,27.4,-3.1
Cc1ccccc1OCCCn1cc(C(=O)C(=O)N2CCOCC2)c2ccccc21,0.5,-16.3,-0.1,-7.5,-7.4,4.1,2.5,-2.0,-1.3,4.7,-5.7
COc1cc2c(cc1OC)CC[N+](C)=C2,-0.6,3.9,0.0,-4.6,6.0,x,-0.1,x,-6.3,-0.5,-4.6
Cc1ccc(NP(=O)(Oc2ccccc2F)Oc2ccccc2F)cc1C,2.9,-12.1,1.3,6.1,7.2,-1.3,1.4,-2.5,2.5,31.3,-17.7
COc1ccc(C(=O)C2(C)N(O)C(C)C(c3cccs3)=[N+]2[O-])cc1 (stereo not given),0.0,31.8,0.5,-11.0,-10.1,-5.5,0.3,-5.8,-1.4,3.9,-4.3
COc1ccccc1CC(=O)N1CCN(CCc2ccccc2)CC1,0.1,0.4,0.0,4.6,11.9,1.3,6.2,-13.8,4.4,11.1,u
O=c1c2ccccc2ncn1-c1ccc([N+](=O)[O-])c(C(F)(F)F)c1,-1.1,-38.9,0.1,2.3,-1.2,2.6,0.6,-14.5,-1.4,8.4,1.8
C[C@]12CCC3C(CC[C@H]4[C@H](O)[C@H](O)CC[C@]34C)C1CC[C@@H]2O (stereo not given in full),-0.3,-25.6,-0.1,0.2,-0.2,-2.5,x,-6.5,-2.5,0.2,-1.5
O=c1[nH]c(=O)n(CCc2ccccc2)c(O)c1C=NCCN1CCNCC1,-1.9,14.3,0.2,-4.8,10.7,2.5,-1.6,x,8.5,-6.1,12.7
CC(=O)c1cn(Cc2ccc(F)cc2)c2ccccc12,-0.2,3.0,0.7,12.0,18.3,-6.4,0.2,0.2,4.4,14.9,-51.4
COC(=O)C1=C(c2ccc(-c3ccccc3)c(F)c2)C[C@@H]2CC[C@H]1N2C(=O)NCCNC(C)=O,-0.5,-14.0,-0.3,4.3,10.3,14.3,3.5,-5.5,6.1,1.8,5.5
CCCCn1c(NS(=O)(=O)c2ccccc2)c(C(=O)OCC)c2nc3ccccc3nc21,-1.8,-7.5,2.0,14.8,-0.4,9.2,6.4,14.6,3.6,17.7,1.5
C=CCn1c(O)c(C(C)=NCc2ccco2)c(=O)[nH]c1=O,0.8,8.6,0.1,-0.1,0.9,-3.2,-0.3,-5.4,-0.4,-12.9,-0.1
CCN(CC)P(c1n(C)cc[n+]1C)N(CC)CC,-1.5,1.3,-0.2,-0.3,12.9,-0.2,3.2,-6.8,-0.5,7.9,14.0
O=C(Cc1cc(=O)oc2cc(O)ccc12)NN=Cc1ccc(N(CCCl)CCCl)cc1,-0.1,-11.8,-0.1,6.9,-0.1,21.9,x,-6.9,2.4,15.5,3.3
Cc1cc(C)nc(-n2c(C)nc3cc(Cl)ccc3c2=O)c1,-6.0,-10.9,-0.2,-3.3,3.7,0.4,-0.7,x,5.2,24.6,10.4
CCCNC(=O)N1[C@H]2CC[C@@H]1C(C(=O)OC)=C(c1ccc(C(C)=O)cc1)C2,-1.1,9.3,0.1,-2.3,5.5,12.2,2.1,-5.2,-22.2,-21.9,-3.3
# Next entries:
SMILES,iPSC survival up,NR2E3 ag-1,aDG glyco up,MITF TRPM1 inh,HIF-2a inh,PDI turbidity,NR2E3 ag-2,CaV13 ICDI inh,Exocytosis inh,Peg3 promoter,Vif inh
C=CCn1c(O)c(C(CC)=Nc2ccc(N(CC)CC)cc2)c(=O)[nH]c1=O,-2.6,-9.1,2.2,39.0,12.7,-6.0,2.1,-7.4,0.8,17.7,-3.2
CCOc1ccc(N2C(=O)NC(=O)/C(=C/c3cnc(SC)nc3)C2=O)cc1,-1.3,8.1,-0.1,5.7,13.3,-14.4,-2.9,-5.5,-1.3,7.9,-6.7
C=CCn1c(O)c(C=NC2CCN(Cc3ccccc3)CC2)c(=O)[nH]c1=O,0.6,5.0,0.1,-11.4,16.2,4.6,3.9,-4.5,-2.4,21.8,-0.8
C=C(C)C1(CCCC)C(=O)NC(=S)NC1=O,1.3,3.9,0.4,4.9,0.1,-3.2,x,-6.1,-4.8,0.9,7.0
COc1ccc(-n2nnnc2C(c2ccccc2)N2CCC(n3c(=O)[nH]c4ccccc43)CC2)cc1 (stereo not given),-1.2,38.5,-0.4,x,-23.7,x,x,-4.0,0.0,64.3*,x
N#CC1=C(N)Oc2c(c(=O)oc3ccccc23)C1c1cccnc1 (stereo not given),5.8,-23.0,0.3,3.9,7.2,3.1,-1.8,-4.0,-3.5,8.9,17.3
COc1ccc(CC2=NCCc3cc(OC)c(OC)cc32)cc1OC,-0.2,2.4,0.2,x,3.5,-0.6,x,-5.4,4.2,9.1,-3.9
CC(c1ccccc1)[n+]1ccccc1 (stereo not given),1.3,5.2,0.1,9.0,-1.6,1.2,-2.3,-11.0,11.7,-3.8,0.3
Nc1c2c(nc3sc4c(c13)CCCCC4)CCCC2,3.1,-65.7,0.9,-53.6,-180.2,-1.6,3.9,x,0.1,-105.6,-3.2
CN1C(=O)/C(=C/C=C/c2ccco2)C(=O)NC1=S,0.0,-18.0,0.6,2.5,16.5,4.8,12.0,-4.8,-0.1,6.1,u
Cc1ccc(-n2c(O)c(/C=N/NC(=O)c3ccncc3)c(=O)[nH]c2=O)cc1,-3.4,-5.6,-0.4,7.9,-4.7,5.0,1.7,5.7,-1.1,0.5,10.2
CCSc1nnc(C(N)Cc2ccccc2)o1 (stereo not given),1.3,-16.7,-0.3,-11.2,3.6,-3.9,-1.7,-4.2,2.1,11.3,-7.8
CCC(=O)OC1(c2ccccc2)C(C)CN(C)CC1C (stereo not given),-0.2,0.5,0.2,2.9,4.6,4.8,-3.5,2.3,-4.2,8.9,30.3
O=C1CCCN1C(=O)c1cncc(Br)c1,-1.1,10.2,-0.2,0.3,9.5,-1.6,-3.4,-1.6,-1.2,5.4,-3.8
C[C@]12CCC3C(CC[C@H]4C[C@H](O)[C@H](O)C[C@]34C)C1CC[C@@H]2O (stereo not given in full),3.4,9.2,0.1,-10.6,8.9,5.3,x,-5.7,19.0,1.2,11.1
CCOC(=O)C1(c2ccccc2)CCN(CCC(=O)Nc2ccc(F)cc2)CC1,-3.4,11.2,1.0,2.2,4.7,8.9,0.4,-5.4,-4.2,10.1,2.3
COc1ccc(C2SCC(=O)Nc3c2c(C)nn3-c2ccccc2)cc1OC (stereo not given),2.2,13.3,0.2,5.5,17.2,-15.1,0.4,-5.8,0.8,4.5,4.9
COc1ccccc1OCC(=O)N1CCN(Cc2ccc3c(c2)OCO3)CC1,-0.8,-25.8,-0.1,12.7,12.0,2.0,1.7,-1.6,-0.6,-7.4,-0.4
O=C(/C=C/c1ccccc1)NCCc1cnc[nH]1,4.0,-23.7,-0.1,4.1,-21.6,x,1.0,x,-1.1,-7.0,-9.8
CCOC(=O)C(O)(c1ccc(NC(=O)NC)cc1)C(F)(F)F (stereo not given),-0.7,2.0,0.0,x,17.5,-0.4,0.4,-19.2,-1.1,14.2,-4.8
CC(=O)C1C(=O)NC23CCCCC2C1c1ccccc1O3 (stereo not given),-0.1,2.0,-0.1,-12.4,25.0,-12.8,3.5,-4.8,3.5,-6.4,1.5
C[C@@H]1CN([C@H](C)CO)C(=O)CCCn2nncc2CO[C@@H]1CN(C)C(=O)Oc1ccccc1,0.8,-4.7,-0.1,x,13.0,4.6,x,-3.4,-1.8,7.0,-0.1

# Pulled one by one from the list above:
SMILES,iPSC survival up,NR2E3 ag-1,aDG glyco up,MITF TRPM1 inh,HIF-2a inh,PDI turbidity,NR2E3 ag-2,CaV13 ICDI inh,Exocytosis inh,Peg3 promoter,Vif inh
CN1C(=O)/C(=C/C=C/c2ccco2)C(=O)NC1=S,0.0,-18.0,0.6,2.5,16.5,4.8,12.0,-4.8,-0.1,6.1,u
C=C(C)C1(CCCC)C(=O)NC(=S)NC1=O,1.3,3.9,0.4,4.9,0.1,-3.2,x,-6.1,-4.8,0.9,7.0
O=C1CCCN1C(=O)c1cncc(Br)c1,-1.1,10.2,-0.2,0.3,9.5,-1.6,-3.4,-1.6,-1.2,5.4,-3.8
COc1ccccc1OCC(=O)N1CCN(Cc2ccc3c(c2)OCO3)CC1,-0.8,-25.8,-0.1,12.7,12.0,2.0,1.7,-1.6,-0.6,-7.4,-0.4
COc1ccc(-n2nnnc2C(c2ccccc2)N2CCC(n3c(=O)[nH]c4ccccc43)CC2)cc1 (stereo not given),-1.2,38.5,-0.4,x,-23.7,x,x,-4.0,0.0,64.3*,x
